phage Ecoli inh – growth loss of phage-infected E. coli, primary screen, RecBCD inhibitor project, absorbance, with phage, HTS. AID 651602, 2012. hit rate 0.26% among 360,000. inhibition, % at 11.9 µM; in the data active = inhibition above about 11%
AddAB inh – growth inhibition of E. coli expressing H. pylori AddAB, primary screen, AddAB inhibitor project, absorbance. inhibition, % at 11.9 µM. hit rate 0.29% among 330,000. AID 435030, 2010; in the data active = inhibition above about 12%;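 note: 0% = vehicle wells of infected cells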
CAL PDZ inh – CAL PDZ peptide-binding inhibitors, primary screen, biochemical, fluorescence polarization, Cer-tagged CAL PDZ, HTS; purified CAL PDZ, TMR-peptide fluorescence polarization, 1 h; Golgi-associated PDZ and coiled-coil motif-containing protein (Homo sapiens), Q9HD26; inhibition, % at 20 µM; AID 504414, 2011; hit rate 0.02% among 330,000;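 active = highest replicate inhibition of at least 40%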;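 note: plate controls were DMSO neutral control wells for no effect and unlabeled competitor peptide control wells for full effect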
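material = purified tagged CAL PDZ domain construct (CerCALP) | compound dosing = 20 µM, one dose | times = 1 h at RT | measured by = fluorescence polarization from S- and P-plane intensities, G-factor corrected | read-out = inhibition from polarization loss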
PvdQ inh – P. aeruginosa PvdQ acylase inhibitors, primary screen, biochemical, fluorescence, plate reader and imaging, single point; inhibition, % at 10 µM; AID 488965, 2010; hit rate 0.063% among 340,000; PvdQ acylase [Pseudomonas aeruginosa LESB58]; purified PvdQ acylase; in the data active = inhibition above about 30%, passing the limit was not always enough;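 note: 0% = vehicle neutral wells and 100% = reference inhibitor wells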
DAGLB inh – DAGLB lipase inhibitors, primary screen, biochemical, fluorescence, HTS | Diacylglycerol lipase-beta (Homo sapiens), Q8NCG7 | HEK293T DAGLB membrane lysate, EnzChek fluorogenic substrate | inhibition, % at 5.17 µM | hit rate 0.059% among 340,000 | AID 504411, 2011; in the data active = inhibition above about 34%;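 note: 0% = enzyme with vehicle and 100% = wells lacking enzyme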
Target sequence (Q8NCG7 whole entry, looked up): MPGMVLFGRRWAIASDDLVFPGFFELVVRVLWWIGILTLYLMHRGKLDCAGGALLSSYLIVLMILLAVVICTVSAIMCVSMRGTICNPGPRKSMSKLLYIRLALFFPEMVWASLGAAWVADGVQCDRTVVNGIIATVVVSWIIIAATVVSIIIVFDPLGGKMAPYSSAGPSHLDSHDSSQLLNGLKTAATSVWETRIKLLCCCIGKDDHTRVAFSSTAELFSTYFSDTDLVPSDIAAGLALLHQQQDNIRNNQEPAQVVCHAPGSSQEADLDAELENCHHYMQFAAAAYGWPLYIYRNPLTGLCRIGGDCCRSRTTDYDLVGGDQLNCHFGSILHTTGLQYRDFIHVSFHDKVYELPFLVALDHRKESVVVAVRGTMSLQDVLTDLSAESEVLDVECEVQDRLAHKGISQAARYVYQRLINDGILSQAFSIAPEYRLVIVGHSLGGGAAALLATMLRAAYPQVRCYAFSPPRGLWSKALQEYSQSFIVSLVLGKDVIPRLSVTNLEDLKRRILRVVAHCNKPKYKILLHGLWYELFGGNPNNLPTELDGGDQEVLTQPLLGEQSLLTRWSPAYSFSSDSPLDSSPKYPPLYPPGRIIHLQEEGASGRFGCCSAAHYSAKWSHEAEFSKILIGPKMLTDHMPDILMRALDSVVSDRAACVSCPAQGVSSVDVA
Wnt act – Wnt/beta-catenin pathway activators, primary screen, cell-based, plate reader, single point; Wnt/beta-catenin reporter cell assay, activator; activation, % at 9.35 µM; hit rate 1.2% among 300,000; AID 743398, 2014; in the data active = activation above about 30%, passing the limit was not always enough;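 note: 0% = neutral control wells and 100% = positive control wells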
E coli growth – E. coli V3065 growth inhibition, primary screen, counter-screen for AddAB inhibitor project, absorbance, OD600; 18 h; inhibition, % at 11.9 µM; hit rate 0.27% among 330,000;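 active = inhibition above the campaign's mean inhibition across all tested compounds plus 3 SD, cut at about 9.9% in these data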;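 note: uninfected addAB+ strain grown without phage in ampicillin broth; 0% = DMSO wells and 100% = ciprofloxacin 0.95 µg/ml wells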
Rtt109 HAT inh – inhibitors of C. albicans Rtt109/Vps75 HAT, primary screen, biochemical, ThioGlo CoA-SH fluorescence, plate reader; hit rate 0.16% among 330,000; purified Rtt109/Vps75, 4 h; Histone acetyltransferase RTT109 (Candida albicans (strain SC5314 / ATCC MYA-2876)), …; inhibition, % at 34.9 µM; AID 540336, 2011;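 active = inhibition of at least 50% in every replicate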
Target sequence (Q5AAJ8 whole entry, looked up): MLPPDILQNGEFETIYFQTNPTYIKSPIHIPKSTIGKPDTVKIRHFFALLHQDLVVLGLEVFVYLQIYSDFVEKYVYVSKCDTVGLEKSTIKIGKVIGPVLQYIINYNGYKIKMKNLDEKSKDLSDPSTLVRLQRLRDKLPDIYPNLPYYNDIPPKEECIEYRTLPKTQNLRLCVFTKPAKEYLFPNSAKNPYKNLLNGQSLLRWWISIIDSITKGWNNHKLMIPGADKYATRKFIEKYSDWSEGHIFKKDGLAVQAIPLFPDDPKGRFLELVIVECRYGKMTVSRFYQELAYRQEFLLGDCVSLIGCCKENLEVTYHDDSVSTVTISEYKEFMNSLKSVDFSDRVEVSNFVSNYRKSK
Tat export inh – E. coli Tat export inhibitors, primary screen, MC4100, TorA-mCherry reporter, fluorescence, single point; inhibition, % at 10 µM; hit rate 0.036% among 340,000; AID 488895, 2010;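 active = mean replicate inhibition at least 50% and at least half of replicates individually reaching 50%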;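 note: exported cargo escapes ClpAP degradation while cytoplasmic cargo is degraded and loses fluorescence; 0% = median of neutral control wells and 100% = median of NaSCN control wells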
PfHsp90 set2 – growth inhibition of PfHsp90-expressing yeast, primary screen, antimalarial PfHsp90 inhibitor project, S. cerevisiae, BacTiter-Glo luminescence, single point, set 2; BacTiter-Glo ATP, 48 h; yeast lacking PDR1 and PDR3 efflux regulators; inhibition, % at 9.4 µM; hit rate 0.32% among 310,000; AID 504621, 2011;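 active = every replicate shows inhibition above about 80%, whatever the replicate mean, limit read from the data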;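 note: 0% = DMSO neutral controls and 100% = 20 µM radicicol positive controls; yeast relying on Plasmodium falciparum Hsp90 in place of its own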
Active calls of the source: *; . = not tested or not shown.

SMILES	phage Ecoli inh	AddAB inh	CAL PDZ inh	PvdQ inh	DAGLB inh	Wnt act	E coli growth	Rtt109 HAT inh	Tat export inh	PfHsp90 set2
COc1ccc(NC(=O)CN(C)C(=O)c2sc3ccccc3c2Cl)cc1	1.9	0.3	-4.0	0	-7	1	0.2	2	4	.
O=C(Nc1cccc(-c2nc3ncccc3o2)c1)c1cc2ccccc2o1	0.2	-1.3	-3.6	-4	-1	-3	0.4	1	0	-2
Cc1ccc(Cl)cc1N1CCN(C(=O)c2ccccc2SCC(=O)N2CCCC2)CC1	-0.1	0.8	-0.9	-17	-1	0	-1.9	-5	-1	-2
N#Cc1cc(-c2ccccc2)nc(NN)n1	3.7	1.5	-0.9	7	-9	1	1.6	-13	-1	0
Nc1sc2c(c1C(=O)NCCc1ccccc1)CCC2	0.5	1.4	-1.8	-5	5	-1	-0.1	14	3	24
Cc1ccc(C(=O)C(=S)N2CCOCC2)cc1	4.0	1.7	-2.6	13	-1	-1	-1.1	10	0	5
Cc1ccc(-n2c(CNC(=O)c3cccs3)nnc2SCC(=O)NO)cc1	1.1	0.7	-0.8	-12	1	3	1.1	-6	-1	24
O=C1c2c(O)cc(O)cc2O[C@H](c2ccc(O)cc2)[C@H]1O	2.3	1.3	-0.7	-13	-14	-1	-1.0	-4	-7	2
O=C(Nc1cc([N+](=O)[O-])ccc1F)c1ccc2ccccc2c1	1.3	1.6	0.5	0	-1	-2	2.1	14	-7	9
CCN1CCN(CC(=O)N2N=C(c3cccs3)CC2c2ccc(OC)c(OC)c2)C(=O)C1=O (configuration not stated)	-0.9	2.7	-2.5	-10	0	-1	0.5	-15	2	.
Cc1ccc(-c2cnc(N)n2C)cc1C	0.6	-1.9	-0.9	-13	2	6	-2.7	10	11	6
O=S1(=O)[C@H]2C[C@@H]3C=C[C@@]2(CN1Cc1ccc(F)cc1)O3	-2.5	5.5	0.7	-1	-3	0	2.0	-4	-4	-1
NC(=O)NCc1ccccc1F	5.7	5.7	-0.6	-12	.	-2	0.3	1	-1	7
Cc1ccc(CNC(=O)CCc2nc(-c3cccs3)no2)cc1	2.2	1.5	-0.5	-14	-1	-2	-0.9	-8	3	-28
NS(=O)(=O)c1cc(C(=O)OCC(=O)NC2CC2)ccc1Cl	3.9	4.5	0.1	13	-3	.	-0.9	6	-5	0

Random excerpt: two compounds from above, in no set order.
SMILES	phage Ecoli inh	AddAB inh	CAL PDZ inh	PvdQ inh	DAGLB inh	Wnt act	E coli growth	Rtt109 HAT inh	Tat export inh	PfHsp90 set2
O=C(Nc1cccc(-c2nc3ncccc3o2)c1)c1cc2ccccc2o1	0.2	-1.3	-3.6	-4	-1	-3	0.4	1	0	-2
Cc1ccc(-n2c(CNC(=O)c3cccs3)nnc2SCC(=O)NO)cc1	1.1	0.7	-0.8	-12	1	3	1.1	-6	-1	24

Quoted from the listing:
`Cc1ccc(-c2cnc(N)n2C)cc1C` in CAL PDZ inh: -0.9
`O=S1(=O)[C@H]2C[C@@H]3C=C[C@@]2(CN1Cc1ccc(F)cc1)O3` in CAL PDZ inh: 0.7
`NS(=O)(=O)c1cc(C(=O)OCC(=O)NC2CC2)ccc1Cl` in PvdQ inh: 13
`N#Cc1cc(-c2ccccc2)nc(NN)n1` in CAL PDZ inh: -0.9

The results go on.
SMILES	phage Ecoli inh	AddAB inh	CAL PDZ inh	PvdQ inh	DAGLB inh	Wnt act	E coli growth	Rtt109 HAT inh	Tat export inh	PfHsp90 set2
Cc1ccccc1-c1ccc(=O)n(CC(=O)Nc2ccc(N3CCOCC3)cc2)n1	0.6	-1.3	-1.9	-9	-2	.	-1.7	2	-4	-36
O=C(Nc1nc(-c2ccccc2)cs1)Nc1ccc(F)cc1F	5.0	3.0	-2.4	-12	-1	3	4.0	-20	-3	-6
COc1ccccc1NS(=O)(=O)c1cc(C(=O)NCC(C)(C)N2CCOCC2)ccc1C	3.0	2.9	-1.6	0	0	-1	1.3	-24	2	15
Cc1cccc(-n2ncc3c2CCCC3NC(=O)CN2CCCC2=O)c1C (configuration not stated)	0.2	2.0	-1.3	3	1	-1	2.9	-19	8	-1
O=C(NNc1ccccc1F)c1ccccc1	0.1	-2.1	0.0	9	-2	3	-1.1	-5	1	10
COc1cccc(NC(=O)c2ccc3c(c2)N(C)CCS3)c1	1.8	1.7	1.5	20	0	50*	-0.8	-3	-1	-31
CCOc1ccc(NC(=O)C/C(C)=N/NC(=O)Cc2cccs2)cc1	2.0	1.4	-2.1	3	-3	0	-0.6	2	2	10
COC(=O)c1cc(OC)c(OC)cc1NC(=O)c1ccco1	1.6	-0.1	.	-13	-1	.	1.3	2	3	2
CC(C)CC(=O)Nc1nnc(SCC(=O)Nc2nccs2)s1	2.0	2.7	0.0	-5	4	1	1.4	0	11	9
Oc1ccc(Br)cc1-c1cc(-c2ccco2)[nH]n1	4.7	3.8	0.0	-19	0	.	2.9	-5	0	-15
CCNC(=O)CN(c1ccc(Br)c(C)c1)S(C)(=O)=O	2.6	4.3	-2.1	-15	-1	-3	0.1	-3	3	-3
O=[N+]([O-])c1ccc(N/N=C/c2ccc(OCc3cccc4ccccc34)cc2)nc1	4.7	4.0	-1.0	4	-3	-2	-1.9	-4	8	-7
Cc1ccc2oc(C(=O)N3CCN(CCO)CC3)c(C)c2c1	3.2	1.5	.	-5	0	2	2.0	-8	-2	-1
CCC(C)(C)NC(=O)C(c1cccc(OC)c1OC)N(CC(C)C)C(=O)CCC(=O)Nc1cc(C)on1 (configuration not stated)	3.8	0.0	-0.6	-15	3	-1	-0.4	5	-8	12
CCCCn1c(N)c(N(CCC(C)C)C(=O)C2CCN(C(=O)c3ccccc3C)CC2)c(=O)[nH]c1=O	2.5	3.5	-2.6	9	-2	3	2.6	7	-9	-4
O=C(Nc1ccncc1)c1ccc(S(=O)(=O)Nc2ccccc2)cc1	1.7	0.3	-1.8	-4	1	-5	1.8	3	2	.
C/C(CC(=O)Nc1cccc(C(F)(F)F)c1)=N\NC(=O)C(=O)NCC(C)C	3.1	3.6	-0.5	-20	1	-3	-0.7	0	-1	-30
Cc1cccc(C(=O)Nc2ccc(O)c3c(=O)cc(-c4ccccc4Cl)oc23)c1	1.3	1.7	-0.2	2	-5	1	-1.0	3	-6	-12
Cc1ccc(C(=O)CSc2n[nH]c(C)n2)cc1	-0.1	1.4	0.8	-17	0	16	2.8	-17	2	19
O=C(Nc1cccc(Cl)c1N1CCCC1)c1ccc([N+](=O)[O-])o1	2.5	1.1	2.4	-2	-4	2	-1.6	3	-3	3
CC(=O)Nc1nc(-c2ccccc2)c(-c2ccccc2)o1	0.5	-3.6	-2.6	2	-1	-4	-5.0	59*	-4	24
NNC(=S)Nc1cccc(Cl)c1	3.9	-4.1	-1.8	-6	-7	10	-3.0	0	-1	-17
O=C1OC=NC1=Cc1ccccc1	3.7	.	-0.4	-12	-1	0	.	-14	4	-9
COc1ccccc1NC(=O)COC(=O)[C@@H]1CCCN1C(=O)c1cccs1	1.4	1.1	-1.6	-21	2	-2	-3.7	-8	6	4
CCOc1ccccc1C(=O)NC(CO)C(=O)O (configuration not stated)	0.8	-0.8	-3.4	-4	-3	.	2.0	-14	-5	8
c1ccc2c(c1)CC(N1CCCCC1)c1ccccc1N2 (configuration not stated)	2.2	3.7	-0.2	-18	0	0	1.5	0	3	13
COc1ccc(CNC(=O)c2sc3nc4c(c(C(F)(F)F)c3c2N)CCC4)cc1OC	3.1	4.1	-0.7	-6	-1	.	3.0	-3	2	-8
COc1ccc(CCNC(=O)CSc2nc3c(c(=O)n(C)c(=O)n3C)n2C(C)C)cc1OC	2.2	4.9	-3.2	-1	0	.	-0.9	2	3	-19
Cn1c(SCCC#N)nnc1-c1ccc(F)cc1	.	-0.1	-0.5	-14	-1	.	0.2	1	-6	.
O=C(NCc1ccccn1)c1cc(-c2ccncc2)nc2ccccc12	3.3	-2.2	-0.4	-4	2	0	3.1	-8	2	-12
CC(C)(C)NC(=O)NC(=O)COC(=O)CNS(=O)(=O)c1ccc(Br)cc1Cl	2.7	0.2	0.1	-11	-3	0	2.7	-4	-4	8
CCNC(=O)N1CCC(n2nccc2NC(=O)CCOc2ccccc2)CC1	0.3	2.9	-2.2	-16	0	-1	-1.9	-3	4	7
CC1Oc2ccccc2N(CC(=O)NC2CC2)C1=O (configuration not stated)	-0.1	4.2	-1.2	3	-4	-1	0.2	10	5	23
COc1ccc(C(=O)NC(C)CCc2ccccc2)c(O)c1 (configuration not stated)	3.7	.	-0.7	-4	-14	4	.	0	2	20
CCc1c(C)sc(NC(=S)NC(C)C2CCCO2)c1C(=O)OC (configuration not stated)	3.5	2.4	-0.2	2	-4	0	-0.8	-6	-6	-38
CCOC(=O)c1ccccc1NC(=O)CSc1ncc(C(=O)OCC)c(N)n1	0.9	2.4	-1.6	-4	-3	1	-2.1	-5	2	.
CCCc1cc(=O)[nH]c(SCC(=O)Nc2cc(C)on2)n1	2.2	1.5	-1.2	-8	2	1	1.9	-8	0	.
Nc1nc(SCCO)[nH]c(=O)c1NC(=O)c1ccco1	0.7	3.7	-0.7	-11	0	-3	2.3	-1	0	4
O=C(CN(C(=O)c1csnn1)c1ccccc1Cl)NCCc1ccccc1	4.3	3.5	0.2	-2	-1	0	-1.1	-1	-6	-5
CC(C)Cn1c(-c2ccncc2)n[nH]c1=S	2.8	1.5	-0.1	-9	-1	-1	0.0	-11	7	-10
O=C(CN(Cc1cccs1)C(=O)CNS(=O)(=O)c1ccc(Cl)cc1)NCc1ccco1	1.1	1.0	-1.9	-11	1	-3	-0.7	0	2	.
O=C(NCCc1ccccc1)c1cc(-c2ccccc2)c(N2CCOCC2)s1	1.4	3.4	-3.0	-7	-4	-4	-1.6	-9	-5	3
Cc1cnc(C(=O)OCC(=O)Nc2cc(S(=O)(=O)N3CCCCC3)ccc2Cl)cn1	-0.1	2.3	-2.0	0	0	2	3.1	-2	-9	-6
COc1ccc(CNC(=O)N2CCN(c3ccc(F)cc3)CC2)cc1Cl	1.3	6.6	0.2	-13	-3	0	3.3	-1	-3	8
O=c1c2nnn(Cc3ccccc3)c2ncn1-c1ccccc1	2.3	0.5	-1.7	-17	-1	.	-5.3	0	2	5
O=C(Nc1cccnc1Cl)c1cc([N+](=O)[O-])ccc1Cl	1.5	-0.1	-1.2	-10	-1	1	0.7	2	0	-8
COc1cc(OC)cc(-n2nc(C(=O)NCCCN3CCOCC3)c3ccccc3c2=O)c1	0.6	2.9	-0.4	-4	2	-1	-0.3	-1	-4	0
CCN(CC)S(=O)(=O)c1ccc(N2CCOCC2)c(NC(=O)c2nn(C)c(=O)c3ccccc23)c1	1.9	.	-1.5	-5	2	8	.	0	-3	.
CC(C)OC(=O)NCCOC(=O)Nc1ccc(Cl)c(Cl)c1	2.2	0.7	-1.2	-13	-2	-5	1.3	10	3	-110
CCCOc1ccc(CSC(=N)N)cc1C(=O)OC	3.9	0.9	-1.2	-10	-4	15	3.8	-1	-6	-7
Cc1ccc(NC(=S)Nc2cccc3cnccc23)cc1C	2.3	4.5	-1.2	6	-3	-1	-0.6	-1	13	-16
